# MITF inh: inhibitors of human MITF; AlphaScreen MITF homodimerization, bead proximity signal; AID 1259374; hit rate 0.91% among 650,000; O75030; inhibition, % at 2.6 µM; in the data active = inhibition above about 50%;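 note: 0% = vehicle wells with protein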
# Target sequence (O75030 whole entry, looked up): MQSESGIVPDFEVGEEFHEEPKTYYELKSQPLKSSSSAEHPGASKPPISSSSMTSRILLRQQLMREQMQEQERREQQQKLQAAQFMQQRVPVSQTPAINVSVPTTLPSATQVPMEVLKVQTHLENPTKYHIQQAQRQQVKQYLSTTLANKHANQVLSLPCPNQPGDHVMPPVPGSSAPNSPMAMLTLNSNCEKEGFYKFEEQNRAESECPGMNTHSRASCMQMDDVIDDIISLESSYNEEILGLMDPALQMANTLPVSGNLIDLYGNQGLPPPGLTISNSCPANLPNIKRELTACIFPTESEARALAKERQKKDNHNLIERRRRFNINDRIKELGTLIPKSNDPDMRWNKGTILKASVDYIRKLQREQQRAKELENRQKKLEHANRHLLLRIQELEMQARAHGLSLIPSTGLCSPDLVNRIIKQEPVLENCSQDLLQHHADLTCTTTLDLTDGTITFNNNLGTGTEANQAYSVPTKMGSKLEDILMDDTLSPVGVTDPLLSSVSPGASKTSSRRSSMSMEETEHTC
# TEAD-YAP block: TEAD-YAP interaction inhibition; HEK-TIYL cells, TEAD-Gal4/YAP UAS-luciferase luminescence; inhibition, % at 9.12 µM; hit rate 1.4% among 640,000; in the data active = inhibition above about 32%;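 note: 0% = median of test compound wells and 100% = reference inhibitor wells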
# GPR151 ag: activators of human GPR151. Q8TDV0. PathHunter beta-arrestin GPR151 cells, luminescence. activation, % at 11.2 µM. hit rate 1% among 650,000. AID 1508602; in the data active = activation above about 4.9%;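 note: 0% = median of compound wells and 100% = cells with positive control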
# Target sequence (Q8TDV0 whole entry, looked up): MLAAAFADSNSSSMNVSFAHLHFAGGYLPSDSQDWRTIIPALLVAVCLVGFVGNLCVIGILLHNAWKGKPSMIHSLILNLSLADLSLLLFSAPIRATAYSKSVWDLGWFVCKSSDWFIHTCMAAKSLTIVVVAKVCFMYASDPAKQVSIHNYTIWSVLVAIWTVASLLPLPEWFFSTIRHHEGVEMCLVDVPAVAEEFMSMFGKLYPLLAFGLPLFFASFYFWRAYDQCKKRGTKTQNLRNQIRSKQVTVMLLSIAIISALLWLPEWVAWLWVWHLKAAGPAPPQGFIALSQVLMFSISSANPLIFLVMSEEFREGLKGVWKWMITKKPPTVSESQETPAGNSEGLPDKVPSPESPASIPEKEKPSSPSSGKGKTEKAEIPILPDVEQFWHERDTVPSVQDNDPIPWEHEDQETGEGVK
# FBW7 act: activators of human E3 ligase FBW7; AlphaScreen FBW7–phospho-cyclin E peptide binding, activator screen; normalized activity (activation), % at 26.1 µM; hit rate 0.13% among 650,000; Q969H0; in the data active = normalized activity above about 1.9%;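 note: purified mutant Fbw7 with reduced substrate affinity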
# Numbers without * were called inactive. Random draw from the library; any-hit rate near 3.5%.
SMILES	MITF inh	TEAD-YAP block	GPR151 ag	FBW7 act
O=C(CN1N=NC2C(=O)N(c3ccccc3)C(=O)C21)Nc1c(Cl)cccc1Cl (stereo unspecified)	5.1	-0.8	-1.0	-0.2
CN1C(=O)/C(=C2\SC(=Nc3ccc(Br)cc3)NC2=O)c2ccccc21	8.4	-4.9	-1.4	0.3
Cc1ccc(CC(=O)Nc2ccc3scnc3c2)cc1	11.6	-30.7	-0.9	-0.1
COc1ccc(CCNc2cc(C)nc3ncnn23)cc1OC	14.0	-4.9	-0.1	-0.2
CC(=O)Nc1cccc(Nc2nc3ccccc3n3cnnc23)c1	-3.1	-1.1	-1.6	-0.2
Cc1ccc([N+](=O)[O-])c(C2=N/C(=C\c3ccccc3F)C(=O)O2)c1	18.6	4.8	-0.6	0.3
COC(CNC(=S)Nc1ccc([N+](=O)[O-])cc1)OC	-13.0	-27.9	-0.5	-0.1
CSCCC(NC(=O)COc1ccc([N+](=O)[O-])cc1Cl)C(=O)O (stereo unspecified)	-1.3	-2.3	0.3	-0.1
CCCNc1nc(Nc2nccc3ccccc23)nc2c1ncn2C1CCCCC1	-1.6	-13.3	1.9	-0.2
CC(C)(C)C1CCc2nc(N)c3c(=O)oc4ccccc4c3c2C1 (stereo unspecified)	4.0	0.4	-0.1	0.0
CCN(CC)C(=O)Cn1cc(/C=C(\C#N)C(N)=O)c2ccccc21	4.4	-1.4	-0.3	-0.2
CC(=O)NC(=S)Nc1ccc(S(=O)(=O)N2CCOCC2)cc1	-1.0	4.1	-0.7	0.1

# Just TEAD-YAP block, MITF inh and FBW7 act, for some of the entries so far:
SMILES,TEAD-YAP block,MITF inh,FBW7 act
Cc1ccc([N+](=O)[O-])c(C2=N/C(=C\c3ccccc3F)C(=O)O2)c1,4.8,18.6,0.3
COC(CNC(=S)Nc1ccc([N+](=O)[O-])cc1)OC,-27.9,-13.0,-0.1
CSCCC(NC(=O)COc1ccc([N+](=O)[O-])cc1Cl)C(=O)O (stereo unspecified),-2.3,-1.3,-0.1
CCCNc1nc(Nc2nccc3ccccc23)nc2c1ncn2C1CCCCC1,-13.3,-1.6,-0.2
CC(C)(C)C1CCc2nc(N)c3c(=O)oc4ccccc4c3c2C1 (stereo unspecified),0.4,4.0,0.0

# (list continues)
SMILES	MITF inh	TEAD-YAP block	GPR151 ag	FBW7 act
Nn1c(SCC(=O)NC(c2ccccc2)c2ccccc2)nnc1C1CC1	-19.0	11.5	-0.6	0.0
O=C(CCl)NC(Cc1ccccc1)c1ccccc1 (stereo unspecified)	11.0	57.8*	0.0	0.0
Cc1ncc(-c2ccncc2)c(C2CCCN(CC(=O)Nc3ccc4c(c3)OCO4)C2)n1 (stereo unspecified)	-6.7	-17.6	0.5	0.0
CCCCc1ccc(C2=N/C(=C\c3ccccc3C(F)(F)F)C(=O)O2)cc1	-0.7	11.2	0.2	0.1
CC(C)(C)c1ccc(NC(=O)CN2c3cccc4cccc(c34)S2(=O)=O)cc1	-2.6	-5.5	-0.2	0.0
CCS(=O)(=O)NCC(c1cccs1)N1CCc2ccccc21 (stereo unspecified)	-1.2	0.0	-0.9	0.1
O=C(Cn1nnc2ccccc21)N/N=C/c1cccnc1	8.5	5.0	1.0	0.0
CCc1ccc(OCC(=O)NCc2cccnc2)cc1	1.5	-2.0	-1.0	1.1
COc1cccc(OC)c1C(=O)Nc1nn[nH]n1	1.7	3.9	1.7	-0.2
Cc1ccc2c(c1)C(=O)CC1(CCN(C(=O)OC(C)(C)C)CC1)O2	-12.6	15.9	-0.3	0.0
CCc1ccccc1NC(=O)c1cnc2ccccn2c1=O	13.3	-52.4	0.2	0.1
CCc1c(C)sc(NC(=O)c2cc3nc(-c4ccc(OC)cc4)cc(C(F)(F)F)n3n2)c1C#N	10.5	6.1	-0.1	0.2

# More records.
SMILES	MITF inh	TEAD-YAP block	GPR151 ag	FBW7 act
O=C(c1ccccc1Cl)n1nc(-c2cccnc2)nc1NCc1cccs1	6.5	-1.2	0.0	-0.1
COc1ccc(Nc2ncnc(N)c2[N+](=O)[O-])c(OC)c1	-10.3	-4.5	-0.2	-0.2
O=C(NCCc1nc(-c2ccncc2)n[nH]1)Nc1ccccc1Br	-5.5	-11.1	0.3	-0.1
CCOC(CCn1c(SCC(=O)NCc2ccco2)nc2ccccc2c1=O)OCC	-59.2	-3.1	0.9	0.2
O=c1/c(=C/c2cccc(F)c2)sc2nc(-c3ccco3)nn12	16.2	7.7	-1.0	0.2
O=C(NCc1cccc(F)c1)c1cc(-c2ccccc2O)on1	-4.7	-6.6	2.7	-0.1
O=C(Cn1c2c(c3ccccc31)CCC2)Nc1nccs1	3.8	34.4*	-0.2	-0.1
CCN(C(=O)C1CCCN(c2nc(-c3ccc(OC)cc3)no2)C1)c1cccc(Cl)c1 (stereo unspecified)	-2.3	-2.0	-1.3	0.1
CCN(CC)CCNC(=O)C(C)n1c2ccccc2c2nc(=O)cc(C)n21 (stereo unspecified)	0.2	-3.1	-0.5	-0.1
COc1cc(Br)cc(/C=N/NC(=O)c2cccc([N+](=O)[O-])c2)c1O	23.9	3.7	-1.1	0.1
Cc1ccc(S(=O)(=O)N2CCN(C(=O)c3ccccc3)C2C(C)C)cc1[N+](=O)[O-] (stereo unspecified)	8.3	10.1	-1.1	0.6
O=C1OC(C2CCCCC2)=N/C1=C\c1ccc(Br)cc1	11.1	1.5	1.4	0.0

# The listing continues:
SMILES	MITF inh	TEAD-YAP block	GPR151 ag	FBW7 act
C=CCn1c(=S)[nH]c2cc(C(=O)OC)ccc2c1=O	17.7	10.7	-1.2	0.0
CC1=NN(C(=O)C(C)(C)C)C(O)(c2ccccc2)C1 (stereo unspecified)	1.1	-28.6	0.0	-0.1
O=C1CCCN1CCn1cnc2c(NCCN3CCOCC3)nc(-c3cccs3)nc21	10.9	2.0	0.1	-0.1
COc1ccc(C2(C)CC(=O)NC2=O)cc1 (stereo unspecified)	4.6	-0.2	1.9	-0.1
CCCNc1ncnc2nc(N3CCN(c4ccccn4)CC3)[nH]c12	-3.9	27.9	0.4	0.4
N=c1n(CC(=O)c2ccc(-c3ccccc3)cc2)c2ccccc2n1Cc1ccc(Cl)cc1	-3.2	-0.6	-0.3	-0.2
CCCn1c(-c2ccc(Cl)cc2)nc2c(=O)n(C)c(=O)[nH]c21	-8.0	9.1	1.0	-0.1
Cc1ccn2c(NC(=O)c3cccc([N+](=O)[O-])c3)c(-c3ccccc3)nc2c1	-3.6	-4.1	1.2	-0.1
COCc1ccc(C(=O)NCc2nnc3n2CCN(Cc2cc4ccccc4o2)CC3)o1	1.2	7.7	0.5	0.0
CC[C@@H](C)[C@H](NS(=O)(=O)c1ccc(F)cc1)C(=O)O	3.8	0.1	-1.7	-0.1
COc1cccc(CC2(CO)CCCN(Cc3ccc(F)c(OC)c3)C2)c1 (stereo unspecified)	2.9	-4.9	-1.8	0.7
Cc1sc2ncn(CC(=O)N3CCC(C)CC3)c(=O)c2c1S(=O)(=O)N1CCOCC1	21.7	1.3	-0.5	0.2

# Some of the entries above, set out differently:
Compound: Cc1ccn2c(NC(=O)c3cccc([N+](=O)[O-])c3)c(-c3ccccc3)nc2c1
  MITF inh: -3.6
  TEAD-YAP block: -4.1
  GPR151 ag: 1.2
  FBW7 act: -0.1
Compound: COCc1ccc(C(=O)NCc2nnc3n2CCN(Cc2cc4ccccc4o2)CC3)o1
  MITF inh: 1.2
  TEAD-YAP block: 7.7
  GPR151 ag: 0.5
  FBW7 act: 0.0

# Other results:
SMILES	MITF inh	TEAD-YAP block	GPR151 ag	FBW7 act
Cc1ccc(S(=O)(=O)c2cc(C)nc(N)n2)cc1	-1.8	2.7	0.0	0.0
CCOc1cc(/C=N/NC(=O)COc2ccc(OC)cc2Br)ccc1O	5.5	14.1	0.2	0.0
C/C(CC(=O)Nc1ccc(Br)cc1)=N\NC(=O)Cc1csc(N)n1	-8.8	-17.2	0.8	-0.4
COC(=O)c1cc(NC(=O)Cn2c3ccccc3c3nc(=O)cc(C)n32)cc(C(=O)OC)c1	7.5	1.8	-0.5	-0.1
Cc1ccc(OCCCCn2ccnc2)c(Cl)c1	8.6	-13.3	3.5	0.0
CCOC(=O)C(C)(C)N(Cc1ccccc1Cl)S(=O)(=O)c1ccc([N+](=O)[O-])cc1	13.7	-15.6	0.3	-0.4
O=[N+]([O-])c1nn(-c2ccc3c(c2)OCCO3)n(O)c1=NCCCO	8.7	-22.0	-1.5	-0.1
CCOC(=O)c1cnc2c(OC)cccc2c1Nc1ccc(C)cc1	-8.1	-3.9	0.3	0.3
O=C(CNS(=O)(=O)c1cccc2nsnc12)NCc1ccc(F)cc1	4.2	2.8	0.0	0.0
c1ccc(-c2nnc(SCc3c[nH]c4ccccc34)n2-c2ccccc2)cc1	19.6	-0.6	2.3	-0.1
c1csc(CNc2ccnc3c(-c4ccc(N5CCOCC5)cc4)cnn23)c1	1.9	-17.0	0.0	-0.2
Cc1cc(S(=O)(=O)NCC(C)C)ccc1OCC(=O)NC1CCCCCC1	16.4	10.2	-0.2	0.3

# The list continues:
SMILES	MITF inh	TEAD-YAP block	GPR151 ag	FBW7 act
COc1ccc(OC(C)C(=O)NC(C)(C)C)cc1 (stereo unspecified)	3.2	1.9	-0.7	0.1
Cn1c(=O)n(C)c2cc(/C=N\N=C(/N)c3nonc3N)ccc21	22.6	-38.6	-2.6	0.5
COc1cc([N+](=O)[O-])cc2sc(NC(=O)c3ccc(Oc4ccccc4)cc3)nc12	20.1	1.9	-0.6	0.3
Cc1ccc(F)cc1NC(=O)c1cc2ccccc2oc1=O	13.0	-7.4	-0.5	0.9
CCOc1cccc2sc(=NC(=O)c3ccc(N4C(=O)CCC4=O)cc3)n(CC)c12	-1.2	-3.6	0.7	0.0
Fc1cccc(Nc2nc(-c3cccnc3)nc3ccccc23)c1	-16.1	25.7	0.2	-0.4
Cc1ccc(Nc2cc(C)c(C#N)c3nc4ccccc4n23)cc1	6.4	-0.5	-0.2	-0.1
C=C(Cl)COc1nc2cc(F)ccc2cc1CNCCc1cnn(C)c1	5.7	0.7	-1.1	-0.1
CSc1ccccc1NC1=NS(=O)(=O)c2ccccc21	2.5	11.6	2.0	-0.1
CCOC(=O)c1sc(NC(=O)CSc2nnc(CNC(=O)c3ccc(Cl)cc3Cl)n2C)c(C(=O)OCC)c1C	12.9	-3.8	-0.1	0.0
COc1ccc(-n2c(CNC(=O)c3cccs3)n[nH]c2=S)cc1	-0.9	2.0	0.1	0.0
O=C(CN(Cc1ccc(F)cc1)S(=O)(=O)c1ccc(Cl)cc1)N1CCCC1	12.9	9.1	-0.9	0.3

# Next part
SMILES	MITF inh	TEAD-YAP block	GPR151 ag	FBW7 act
Cc1ccc(Cc2c(C)nc3c(C(=O)NC4CCCc5ccccc54)cnn3c2C)cc1 (stereo unspecified)	6.3	11.7	0.6	0.1
Oc1ccc(-c2n[nH]c(C(F)(F)F)c2-c2nc3ccccc3s2)c(O)c1	-1.9	-12.5	0.4	-0.1
CC[C@H](C)[C@@H]1NC(=O)[C@@H]2C[C@H](NCc3ccccc3C)CN2C1=O	6.2	-5.5	-0.6	0.1
CC1CCc2sc(NC(=O)c3ccc(S(=O)(=O)N4CCCC4)cc3)c(C(N)=O)c2C1 (stereo unspecified)	-14.2	1.9	-0.3	0.5
CC(C)c1ccc(OCc2nnc(N)s2)cc1	13.8	-38.6	1.8	0.1
CC(=O)NC(NC(C)=O)c1cccc(Oc2ccccc2)c1	11.6	3.7	-0.9	0.0
COC(=O)c1cc(S(=O)(=O)NCCc2ccc(C)cc2)c[nH]1	2.1	7.2	0.7	-0.1
COc1cccc(CC(=O)Nc2cnc3cnc(-c4cccc(C(C)=O)c4)cn23)c1	-5.4	-5.4	-0.8	-0.1
Cc1ccc(OCCOc2ccc(/C=C3/C(=N)N4C(c5ccccc5)=CSC4=NC3=O)cc2)c(C)c1	-1.0	-13.8	0.3	0.1
CC(C)CSc1nc(-c2ccco2)c(C#N)c(=O)[nH]1	5.7	-5.6	2.7	0.0
CCOc1ccc(NC(=O)CSc2nc3ccsc3c(=O)n2CCCCCC(=O)NCCc2ccc(OC)c(OC)c2)cc1	18.7	3.3	-1.1	0.8
CN(C(=O)c1ccc(N2CCCCC2)c([N+](=O)[O-])c1)C1(C)CCS(=O)(=O)C1 (stereo unspecified)	5.8	4.3	1.8	0.0

# Additional entries:
SMILES	MITF inh	TEAD-YAP block	GPR151 ag	FBW7 act
COCCCNC(=O)c1sc2nc(C)nc(N3CCOCC3)c2c1C	-3.1	-1.6	-0.6	0.1
Cc1cc(N)n(-c2nc3ccccc3[nH]2)n1	17.1	-55.1	-4.8	0.1
Cc1cc(/C=N/NC(N)=O)c(C)n1-c1ccccc1F	4.6	7.1	-1.3	0.0
CN(C)CC(O)CN(c1cccc([N+](=O)[O-])c1)S(=O)(=O)c1ccccc1 (stereo unspecified)	9.5	4.3	-0.6	0.3
CCOc1ccccc1NS(=O)(=O)c1ccc2c(c1)oc(=O)n2C	11.2	-18.2	1.4	-0.1
O=C1c2ccncc2C(=O)N1c1ccc(C23CC4CC(CC(C4)C2)C3)cc1	7.2	2.6	1.8	0.1
O=C(CN1C(=O)C2C3C=CC(C3)C2C1=O)N1CCN(c2ccccc2F)CC1 (stereo unspecified)	-4.9	4.4	0.7	0.0
CCOc1ccc(C(=O)Nc2nc(-c3ccc(C(C)C)cc3)cs2)cc1	11.5	8.7	0.4	0.0
CN1CCN(c2ccccc2NC(=O)c2ccc(Br)o2)CC1	-10.4	14.5	-0.2	-0.4
COc1ccc(OC)c(N(CC(N)=O)S(=O)(=O)c2ccccc2)c1	-10.8	-1.7	-0.4	-0.1
CCCc1cnc(-c2ccc(F)cc2)nc1	18.3	-14.4	-0.4	0.2
COc1ccccc1NC1=C(Cl)C(=O)OC1OC (stereo unspecified)	8.9	4.3	2.2	0.0
CCCOc1ccc(/C=C2\N=C(c3ccccc3)OC2=O)cc1	7.4	5.8	1.3	0.8
COC(=O)C1=CN(C(C)C)C=C(C(=O)OC)C1c1ccc(OC)c(Br)c1	-5.7	2.1	-0.9	0.2
